High-throughput results as filed in PubChem.
Granule exo inh – lytic granule exocytosis inhibition; inhibition, % at 10 µM; AID 651702; TALL-104 LAMP-1 surface exposure, flow cytometry; cells stimulated with thapsigargin and PMA; hit rate 0.66% among 360,000;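 active means inhibition above about 55%, limit read from the data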
ABHD5-PLIN5 inh – ABHD5-PLIN5 protein interaction inhibition; Split G. princeps luciferase complementation, luminescence, 4 h; hit rate 0.78% among 360,000; Q00G26+Q8WTS1; inhibition, % at 4 µM;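 active means inhibition above the mean inhibition across every tested compound plus 3 SD, cut at about 22% in these data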;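 further: 0% = DMSO only wells and the 100% control is not disclosed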
N-glyco inh – N-linked glycosylation inhibition; D54 ERlucT glycosylation luciferase reporter, 24 h; percent of 100 nM tunicamycin response; reporter increase, % at 12.5 µM; hit rate 0.23% among 360,000;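 active means mean luciferase reporter signal, scaled so untreated is 0 and the glycosylation-blocking control 100, at or above a set limit in every replicate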;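 further: luciferase carries N-glycosylation sites so blocking glycosylation raises the light; 0% = median of neutral control wells and 100% = median of 100 nM tunicamycin wells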
MC4R antagonist – blocks human MC4R cAMP signaling; MC4R-expressing cells, MTII-stimulated cAMP, LANCE TR-FRET; inhibition, % at 6.5 µM; hit rate 0.48% among 360,000;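 active means inhibition above its plate's cutoff, the mean of tested wells on that plate plus 3 SD, cut at about 29% in these data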;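 further: 0% = Melanotan II alone and 100% = Melanotan II plus saturating MCL0020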
Target sequence (P32245 whole entry, looked up): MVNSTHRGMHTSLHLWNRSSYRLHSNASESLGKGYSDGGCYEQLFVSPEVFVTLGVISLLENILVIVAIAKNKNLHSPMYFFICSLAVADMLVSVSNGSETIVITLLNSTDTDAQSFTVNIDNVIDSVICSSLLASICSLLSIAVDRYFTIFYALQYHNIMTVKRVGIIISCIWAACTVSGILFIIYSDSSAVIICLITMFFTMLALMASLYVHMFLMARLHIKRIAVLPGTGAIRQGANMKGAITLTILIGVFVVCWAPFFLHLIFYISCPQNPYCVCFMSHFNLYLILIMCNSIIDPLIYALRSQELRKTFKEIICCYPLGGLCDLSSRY
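System – human MC4R-expressing U2OS cells · Also added – Melanotan II · Dosing – one concentration, 6.5 µM nominal · Timing – 30-min compound, 1-h challenge, 1-h detection, room temperature · Measured by – Eu-cAMP/anti-cAMP TR-FRET, emission 671 nm · Replicates – singlicate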
Cardio protect – modulators protecting cardiomyocytes from myocardial damage; H9c2 cardiomyocytes, H2O2 injury protection, ATPLite, 2 h; AID 588492; hit rate 0.63% among 360,000; protection from H2O2 cell death, % at 20 µM;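 active means compounds giving at least 50% protection of heart cells from peroxide-induced death in the single-dose screen, raw or plate-pattern-corrected value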;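 further: 0% = DMSO wells with peroxide and 100% = DMSO wells without peroxide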
MC4R barr agon – human MC4R agonism via beta-arrestin. AID 540308. hit rate 0.98% among 360,000. activation, % at 8.9 µM. U2OS MC4R beta-arrestin complementation, luminescence; percent of melanotan II response, DMSO zero;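 active means activation above a per-plate cutoff, the mean activation of sample wells on that plate plus 3 SD, cut at about 8% in these data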
aDG glyco act – alpha-DG glycosylation activation. AID 624168. Pro5-aDG cells, alpha-DG glycosylation AlphaScreen (IIH6); 0% Pro5, 100% B10-LARGE cell signal. activation, % at 10 µM. hit rate 0.22% among 360,000;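 active means activation of at least 8% versus controls, or a plate z-score of at least 8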;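 further: Pro5 are CHO cells carrying HIG-tagged alpha-DG that lacks glycosylation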
hiPSC survival – hiPSC single-cell survival enhancement | AID 602274 | survival enhancement, % at 20 µM | ATPlite luminescence; 100% = ROCK inhibitor wells, 0% = DMSO | hit rate 0.044% among 360,000; in the data active means survival enhancement above about 18%;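 further: cells exposed to compounds for 16 hours before the ATP read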
m5-HT2A agonist – activates the mouse 5-HT2A serotonin receptor | CHO-K1 mHTR2A beta-arrestin complementation, luminescence; percent of 30 µM serotonin response | activation, % at 7.6 µM | hit rate 0.66% among 360,000 | AID 624169;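 active means activation above a run cutoff, the mean activation of all tested compounds plus 3 SD, cut at about 14% in these data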;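 further: 0% = plate median of compound wells and 100% = 30 µM serotonin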
Target sequence (P35363 whole entry, looked up): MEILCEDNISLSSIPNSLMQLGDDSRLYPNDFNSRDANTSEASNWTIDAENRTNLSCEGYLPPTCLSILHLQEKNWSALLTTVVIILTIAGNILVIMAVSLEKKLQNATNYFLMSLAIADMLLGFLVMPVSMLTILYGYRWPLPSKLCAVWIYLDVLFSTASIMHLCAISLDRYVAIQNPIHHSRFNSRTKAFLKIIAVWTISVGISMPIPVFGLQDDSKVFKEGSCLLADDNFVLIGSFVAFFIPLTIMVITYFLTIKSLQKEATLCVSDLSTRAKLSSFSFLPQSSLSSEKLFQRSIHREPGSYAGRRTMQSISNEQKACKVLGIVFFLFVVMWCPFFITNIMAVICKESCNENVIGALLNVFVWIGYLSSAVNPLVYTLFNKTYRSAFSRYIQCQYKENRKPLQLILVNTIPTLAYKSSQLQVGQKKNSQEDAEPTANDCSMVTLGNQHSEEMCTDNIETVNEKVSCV
ABCB6 inh 2 – blocks the human ABCB6 transporter; Q9NP58; K562-ABCB6 porphyrin accumulation, flow cytometry, 1 h; stronger effect = lower value; fluorescence ratio to DMSO, % at 10 µM; hit rate 0.19% among 360,000;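 active means fluorescence ratio to DMSO below 75%, the collection mean minus 3 SD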;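 further: signal is porphyrin accumulated inside mitochondria; 100% equals median channel fluorescence of DMSO control wells; lower ratio means ABCB6 inhibition with less porphyrin fluorescence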
* marks the source's active call; other numbers are inactive results; nt = no result given.

nr	SMILES	Granule exo inh	ABHD5-PLIN5 inh	N-glyco inh	MC4R antagonist	Cardio protect	MC4R barr agon	aDG glyco act	hiPSC survival	m5-HT2A agonist	ABCB6 inh 2
1	COc1ccc(OC)c(-n2c(Cn3c(-c4ccccn4)nc4ccccc43)n[nH]c2=S)c1	0	-1	-2	8	6	-1.0	0.0	0.4	4	104
2	O=C(NCCC(=O)N1CCN(S(=O)(=O)c2ccccc2)CC1)c1ccc(Br)cc1	19	-5	0	12	1	-0.8	-0.3	-0.5	-1	100
3	Cc1ccc(S(=O)(=O)N2CCCC2CNC(=O)C(=O)NCc2cccs2)cc1 (stereo not drawn)	0	3	3	7	-6	-1.2	0.2	-0.5	0	95
4	CCNCCC(CCC(C)C)c1ccc2c(c1)OCO2 (stereo not drawn)	4	5	-4	-4	-5	-0.6	0.2	0.0	3	95
5	COc1cc(C(=O)N(Cc2ccco2)Cc2cc3ccccc3[nH]c2=O)cc(OC)c1OC	-3	-4	3	14	16	0.5	0.0	2.2	-1	98
6	CCOc1c(O)ccc(C2NC(=O)NC(C)=C2C(=O)OC)c1[N+](=O)[O-] (stereo not drawn)	0	-14	-1	30*	-8	-3.2	-0.3	-0.5	-3	92
7	CC(C)[C@H](NC(=O)[C@@H]1Cc2c([nH]c3ccccc23)C2c3ccccc3C(=O)N21)C(=O)N1CCC[C@H]1C(=O)O (stereo partly drawn)	3	-10	3	22	3	0.6	0.0	3.1	3	101
8	COC(=O)c1c(C)c2c(C)cc3ccccn3c-2c1C(=O)OC	-2	-8	3	8	6	-0.6	0.3	7.8	-6	107
9	COc1cc(C(=O)OCC(=O)N2c3ccccc3NC(=O)C2(C)C)ccc1OCC(C)C	-2	6	-5	-2	31	2.0	-0.1	-0.4	-6	94
10	CC(C)(C)Cc1c(-c2cccc(Br)c2)nc2ccc(Br)cn12	-5	-11	2	nt	-2	nt	0.3	-1.4	0	121
11	CC(C)C(=O)N1CCC1(C)C(=O)Nc1ccc(-n2cncn2)cc1 (stereo not drawn)	-1	-3	1	5	2	0.8	-0.1	-1.8	4	97
12	CC(=O)c1ccc(N2CCN(C(=O)c3noc4c3CSc3ccccc3-4)CC2)cc1	-1	-6	2	1	-9	-1.7	0.3	-0.7	-1	99
13	CCCOC(=O)C1=C(C)NC2=C(C(=O)CCC2)C1c1cccs1 (stereo not drawn)	8	2	-3	5	2	-3.2	0.0	-0.7	-2	100
14	COc1ccccc1NC(=O)c1cc([N+](=O)[O-])ccc1N1CCOCC1	1	4	1	4	-6	-3.4	-0.5	-0.2	-2	103
15	CC1CCC(=O)N(CCC#N)CC1 (stereo not drawn)	8	1	4	0	-1	-0.6	0.0	-2.0	5	94
16	C=CCNC(=O)c1ccsc1N	-5	-8	nt	nt	nt	nt	0.1	nt	3	nt
17	C=CCNC(=S)N1CCC(C(=O)c2ccc(OC)cc2)CC1	-1	-1	0	11	3	-0.4	0.4	0.3	1	95
18	CC(=C\c1ccco1)/C=C(\C#N)C(=O)NCCc1c[nH]c2ccccc12	-3	7	1	5	13	2.8	-0.2	-0.4	0	104
19	COc1ccc(CN2C(=O)CN=C2Nc2cccc(C)c2C)cc1	0	2	5	8	-4	0.5	0.7	1.5	-4	90
20	Cc1cccc(C)c1NC(=O)C(=O)c1cn(C)c2ccccc12	-2	7	2	2	4	-1.5	0.4	0.1	1	91
21	CN(C)CCOc1ccccc1C(C)(C)C	-1	-1	1	7	-4	0.2	0.0	-0.1	-2	98
22	COCc1[nH]nc2c1C(c1cc(OC)c(O)c(OC)c1)C(C#N)=C(N)O2 (stereo not drawn)	-3	-2	0	8	7	-1.2	-0.2	-4.4	1	101
23	Cc1ccc(C2Nc3ccccc3NC3=C2C(=O)CC(C)(C)C3)c(O)c1 (stereo not drawn)	-5	-1	2	11	-9	0.0	0.4	0.1	0	103
24	N#C/C(=C\c1ccccc1)C(=O)Nc1cc(S(=O)(=O)N2CCOCC2)ccc1N1CCCC1	-5	6	3	21	4	0.3	-0.1	4.7	-3	101

Record cards, as listed above:
CN(C)CCOc1ccccc1C(C)(C)C reads Granule exo inh = -1; ABHD5-PLIN5 inh = -1; N-glyco inh = 1; MC4R antagonist = 7; Cardio protect = -4; MC4R barr agon = 0.2; aDG glyco act = 0.0; hiPSC survival = -0.1; m5-HT2A agonist = -2; ABCB6 inh 2 = 98
CCCOC(=O)C1=C(C)NC2=C(C(=O)CCC2)C1c1cccs1 (stereo not drawn) reads Granule exo inh = 8; ABHD5-PLIN5 inh = 2; N-glyco inh = -3; MC4R antagonist = 5; Cardio protect = 2; MC4R barr agon = -3.2; aDG glyco act = 0.0; hiPSC survival = -0.7; m5-HT2A agonist = -2; ABCB6 inh 2 = 100

The listing continues:
nr	SMILES	Granule exo inh	ABHD5-PLIN5 inh	N-glyco inh	MC4R antagonist	Cardio protect	MC4R barr agon	aDG glyco act	hiPSC survival	m5-HT2A agonist	ABCB6 inh 2
25	O=C(COc1cccc2c1CCNC2=O)Nc1cccc(F)c1	-2	5	-1	2	74*	-1.1	-0.2	0.1	5	94
26	COc1c(Br)cc([N+](=O)[O-])c(OC)c1C(=O)NC(=O)Nc1c(Cl)cccc1Cl	-8	0	2	17	-1	-0.7	-0.2	0.3	1	97
27	COc1ccccc1CNC(=O)/C=C/c1ccc(S(=O)(=O)NCc2ccco2)cc1	0	-5	1	17	-5	-4.5	0.2	-1.5	6	93
28	COCCCNC(=O)c1c(-c2ccccc2)noc1C	0	1	1	8	-3	0.8	0.2	5.5	-2	103
29	Fc1cccc(/C=C2\CCCC3=C2NC(=S)NC3c2cccc(F)c2)c1 (stereo not drawn)	1	-8	1	6	-8	-2.3	0.1	-0.1	0	83
30	Cc1ccc(Nc2nc(Cl)nc(NC(C)(C)C)n2)cc1	36	-15	1	-3	-3	1.4	0.1	0.0	-3	100
31	CCCCn1c(N)c(N(C)C(=O)c2ccc(OCC3CCCO3)cc2)c(=O)[nH]c1=O (stereo not drawn)	1	-6	0	-4	-1	0.8	0.2	0.1	-8	88
32	O=C(NCc1cccnc1)c1cc(C2CCCCN2S(=O)(=O)c2ccc(F)cc2F)on1 (stereo not drawn)	-2	3	-1	7	-3	-0.2	-0.2	-0.3	-6	95
33	C=CCNC(=O)CN1CCN(C(c2ccccc2)c2ccccc2)CC1	0	7	0	5	-3	-0.5	0.0	0.0	-2	98
34	CCOc1ccc(-c2nc(CSCC(=O)NCC3CCCO3)c(C)o2)cc1 (stereo not drawn)	0	0	2	5	-4	-2.2	0.6	-0.2	0	95
35	O=C(O)c1cc(NC(=O)c2ccccc2F)cc(NC(=O)c2ccccc2F)c1	1	-4	2	-1	4	0.6	0.0	-0.5	0	93
36	COc1ccc(CCNC(=O)c2cc(S(=O)(=O)N3CCc4ccccc43)ccc2F)cc1OC	-1	6	-2	14	-6	0.3	0.2	-0.5	-7	95
37	COC(=O)c1oc2ccc(Br)cc2c1NC(=O)CN1CCN(C)CC1	13	-1	2	1	15	-0.9	0.2	-1.1	-4	120
38	O=C(Nc1cccc(F)c1)N1CCCC(CNS(=O)(=O)Cc2ccccc2)C1 (stereo not drawn)	-2	3	-1	10	-3	-2.7	0.3	-1.1	0	98
39	CCc1ccc(OCC(=O)N/N=C(\C)c2ccc(-n3ccnc3)cc2)cc1	2	2	0	15	-11	-1.4	0.5	-3.0	0	107
40	O=C(COCc1ccccc1)N[C@@H]1c2ccccc2CC[C@@H]1OCc1ccccc1	5	-7	-4	6	1	-2.7	0.0	-0.5	-2	94
41	CCCCn1c(N)c(N(CCOC)C(=O)COC(=O)COc2c(C)cc(C)cc2C)c(=O)[nH]c1=O	-25	1	1	15	2	-2.9	0.0	-0.4	2	100
42	COc1ccc(Cl)cc1NC(=O)CSc1nc(C)cc(C)n1	0	-1	-1	-1	5	-1.1	0.4	-3.5	2	109
43	CC(C)n1nc(C(=O)Nc2ccc(-n3cnnn3)cc2)c2ccccc2c1=O	-10	-7	-5	5	12	-1.6	-0.2	2.9	1	91
44	CC(=O)Nc1ccc(NC(=O)CCS(=O)(=O)c2ccc3c(c2)oc(=O)n3C)cc1	-2	0	2	-1	2	-2.2	-0.2	-0.4	-8	99
45	COc1ccc(NC(=O)CSc2nnc(Cc3ccccc3)c(=O)n2N)c(OC)c1	0	-18	0	1	-1	-1.1	-0.1	-0.4	-2	101
46	COc1ccc(C(=O)C2CCCN(C(=O)c3cccnc3OC)C2)cc1F (stereo not drawn)	77*	4	-1	17	-2	-1.6	0.3	0.6	-1	101
47	COc1cccc(NC(=O)c2ccccc2-c2nc(-c3ccccc3)no2)c1	3	4	-3	9	15	-0.1	-0.2	6.1	-1	95
48	Cc1cc2occ(CC(=O)NNC(=O)c3ccccc3)c2cc1C	-1	-3	0	4	-3	-2.7	0.3	-0.6	-7	98

The closing five records of the section before are carried over, then new ones follow:
nr	SMILES	Granule exo inh	ABHD5-PLIN5 inh	N-glyco inh	MC4R antagonist	Cardio protect	MC4R barr agon	aDG glyco act	hiPSC survival	m5-HT2A agonist	ABCB6 inh 2
44	CC(=O)Nc1ccc(NC(=O)CCS(=O)(=O)c2ccc3c(c2)oc(=O)n3C)cc1	-2	0	2	-1	2	-2.2	-0.2	-0.4	-8	99
45	COc1ccc(NC(=O)CSc2nnc(Cc3ccccc3)c(=O)n2N)c(OC)c1	0	-18	0	1	-1	-1.1	-0.1	-0.4	-2	101
46	COc1ccc(C(=O)C2CCCN(C(=O)c3cccnc3OC)C2)cc1F (stereo not drawn)	77*	4	-1	17	-2	-1.6	0.3	0.6	-1	101
47	COc1cccc(NC(=O)c2ccccc2-c2nc(-c3ccccc3)no2)c1	3	4	-3	9	15	-0.1	-0.2	6.1	-1	95
48	Cc1cc2occ(CC(=O)NNC(=O)c3ccccc3)c2cc1C	-1	-3	0	4	-3	-2.7	0.3	-0.6	-7	98
49	N#C/C(=C\c1ccncc1)c1ccc(NC(N)=O)cc1	2	8	-4	-10	3	1.1	0.2	0.8	0	102
50	O=C(NNC(=S)Nc1ccc(Cl)cc1Cl)c1cccnc1	-2	9	1	-2	-1	-2.7	0.3	-2.1	-2	100
51	CCCCNC(=O)N1CCCN(c2ccc(C#N)cn2)CC1	-3	3	1	9	-3	0.3	-0.1	-0.3	6	95
52	COc1ccc(CN2CCCC(C(=O)N3CCCCC3)C2)cc1 (stereo not drawn)	-5	5	2	9	2	0.2	0.0	-0.3	-3	98
53	COc1ccc(CCNC(=O)CCCn2nc(C)n3ccnc3c2=O)cc1OC	0	-2	0	0	20	0.8	-0.3	-2.5	1	103
54	COCCCNC(=S)NC(=O)c1ccccc1	2	-1	0	11	-1	-2.3	-0.2	-1.2	1	93
55	CC(C)(C)c1ccc(/C=C2\Oc3c(ccc(O)c3CN3CCN(CCO)CC3)C2=O)cc1	2	5	-1	-2	11	-1.9	-0.1	-0.3	-6	104
56	CN1CCN(Cc2cccc(Oc3ccccc3)c2)CC1	4	9	-1	12	9	0.4	0.1	-1.3	-5	102
57	Cn1c(CCNC(=O)c2ccccc2)nc2ccccc21	-2	-3	0	2	6	-0.5	0.0	0.2	-2	104

The order is random. About 4.5% of those tested had a hit in this group.
